Screening data deposited in PubChem BioAssay by National Center for Advancing Translational Sciences (NCATS).
FUS yeast rescue – qHTS for Suppressors of FUS Proteinopathy: Primary screen using FUS-linked yeast assay | 390,000 tested, 0.24% active | Potency, µM (titrated, usually from 76.6 µM), without a hit: at the top dose growth rescue (activation), usual class: activators | S. cerevisiae FUS-expressing, growth rescue, OD600, 24 h;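 also: potency is read from the fitted curve at half-maximal effect; plate controls were DMSO vehicle for no effect and reference control for full effect; nearly all actives have a fitted effect of over 55% in size; some results filed as inactive show a strong effect at the top dose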
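FUS-expressing yeast, raffinose-pregrown, induced in 2% galactose minimal medium at OD 0.005; compounds in a dilution series, 24hr at 30C. Growth restoration read as absorbance at 600 nm. CP55940 positive control, DMSO negative.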
PI5P4K alpha inh – qHTS for Inhibitors of phosphatidylinositol 5-phosphate 4-kinase (PI5P4K) | Phosphatidylinositol 5-phosphate 4-kinase type-2 alpha (Homo sapiens), P48426 | PI5P4Kalpha enzyme, ADP-Glo luminescence, 60 min; stronger effect = lower value | max response, % | 330,000 tested, 1.2% active; active = max response of -50% or lower; inconclusive = between -30% and -50%; inactive = -30% or higher; also: value at the top dose of about 77 µM; % is scaled to controls: 0 for no effect and ±100 for the full control effect
Target sequence (P48426 whole entry, looked up): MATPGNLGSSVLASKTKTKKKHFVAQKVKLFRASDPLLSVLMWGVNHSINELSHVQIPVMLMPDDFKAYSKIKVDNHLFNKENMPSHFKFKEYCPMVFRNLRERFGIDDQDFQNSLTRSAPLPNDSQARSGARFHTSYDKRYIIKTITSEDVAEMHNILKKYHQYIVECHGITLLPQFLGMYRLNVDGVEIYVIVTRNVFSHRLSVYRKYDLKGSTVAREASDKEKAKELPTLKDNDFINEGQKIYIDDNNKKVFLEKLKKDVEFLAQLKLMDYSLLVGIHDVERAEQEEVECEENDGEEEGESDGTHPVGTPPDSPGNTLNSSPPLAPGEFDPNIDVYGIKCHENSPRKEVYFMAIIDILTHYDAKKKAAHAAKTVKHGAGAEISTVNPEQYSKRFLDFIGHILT
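Human PI5P4Kalpha with substrate in 0.038 M HEPES pH 7.4, 0.28 mM EGTA, 0.1% CHAPS, 5% DMSO; reaction started with 5 microM ATP (final), 60 min at room temperature. ADP formed read by ADP-Glo luminescence.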
IL-2 act – qHTS of IL-2 Activators; IL-2 activation reporter assay, cell-based qHTS; stimulated with anti-CD3/CD4/CD28 beads; in transgenic mouse T cells; activation, % (series mostly up to about 46 µM); 360,000 tested, 0.065% active; in the data active = activation above about 50%; inconclusive = mostly about 30% to 49%; also: 0% is about no effect
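EGFP and DsRed fluorescence is measured by plate cytometry in unstimulated transgenic mouse T cells exposed to compound for 60 minutes, then stimulated 18 hours at 37 degrees C with anti-CD3/anti-CD4 beads plus anti-CD28.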
PLK1 PBD block – qHTS for Inhibitors of PLK1-PDB (polo-like kinase 1 - polo-box domain): Primary Screen; Plk1 PBD binding of FITC phosphopeptide, fluorescence polarization; Serine/threonine-protein kinase PLK1 (Homo sapiens), P53350; Potency, µM, inactives show max response, negative = inhibition, usual class: inhibitors; 360,000 tested, 2.8% active; also: potency is read from the fitted curve at half-maximal effect; series mostly up to about 57 µM; % is scaled to controls: 0 for no effect and ±100 for the full control effect; nearly all actives have a fitted effect of over 65% in size
Target sequence (P53350 whole entry, looked up, the tested form may be a part): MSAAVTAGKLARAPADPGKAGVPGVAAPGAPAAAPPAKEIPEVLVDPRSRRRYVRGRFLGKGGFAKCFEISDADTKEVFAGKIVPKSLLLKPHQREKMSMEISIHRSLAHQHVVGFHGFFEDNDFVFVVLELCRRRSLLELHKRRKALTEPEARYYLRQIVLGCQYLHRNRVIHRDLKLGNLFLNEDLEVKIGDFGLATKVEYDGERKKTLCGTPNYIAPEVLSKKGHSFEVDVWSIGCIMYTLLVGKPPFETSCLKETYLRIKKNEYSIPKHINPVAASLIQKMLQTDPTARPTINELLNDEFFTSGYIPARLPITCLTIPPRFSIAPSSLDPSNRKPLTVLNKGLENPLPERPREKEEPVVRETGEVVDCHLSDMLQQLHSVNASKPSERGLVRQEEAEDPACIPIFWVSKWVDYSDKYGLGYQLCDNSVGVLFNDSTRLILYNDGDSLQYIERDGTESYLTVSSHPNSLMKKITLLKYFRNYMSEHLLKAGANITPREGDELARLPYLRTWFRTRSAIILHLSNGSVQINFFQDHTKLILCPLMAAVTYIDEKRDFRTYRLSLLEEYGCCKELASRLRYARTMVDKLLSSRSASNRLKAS
WRN helicase inh – qHTS for Inhibitors of WRN Helicase | 360,000 tested, 0.46% active | Bifunctional 3'-5' exonuclease/ATP-dependent helicase WRN (Homo sapiens), Q14191 | WRN helicase unwinding, fluorescent forked duplex, kinetic | Potency, µM (highest dose often 114 µM), without a hit: top-dose activity change, negative = inhibition, hits mostly inhibitors; also: potency is read from the fitted curve at half-maximal effect; % is scaled to controls: 0 for no effect and ±100 for the full control effect; nearly all actives have a fitted effect of over 55% in size
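Screening of the MLSMR collection measured strand separation of a quenched forked DNA duplex (100 nM) by 20 nM WRN with 2 mM ATP, all final. Compounds were preincubated with enzyme 15 min at room temperature.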
EPAC1 agonist – qHTS for Agonist of cAMP-regulated guanine nucleotide exchange factor 3 (EPAC1): primary screen; Rap guanine nucleotide exchange factor 3 (Homo sapiens), O95398; EPAC1 agonist qHTS, biochemical assay; response scale: 100% = response to 6.5 mM cAMP; Potency, µM (doses to about 154 µM), for the others: top-dose activation, most hits filed as activators; 360,000 tested, 0.073% active; AID 720707, 2013; also: potency is read from the fitted curve at half-maximal effect; nearly all actives have a fitted effect of over 60% in size
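Fluorescent GDP-exchange assay: 100 nM EPAC1 with 250 nM Rap1B preloaded with BODIPY-GDP and 50 uM GDP; compounds tested as concentration series, 5 min at room temperature, then read every 5 min for 30 min (ex 480/em 540 nm); normalized to 6.5 mM cAMP.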
aSyn yeast inh – qHTS of alpha-syn Inhibitors; Yeast expressing alpha-synuclein, growth rescue, BacTiter-Glo, 24 h; Potency, µM (doses to about 46.1 µM), for the others: at the highest dose growth rescue (activation), most hits filed as activators; 370,000 tested, 0.14% active; also: potency is read from the fitted curve at half-maximal effect; % of control where 0% means no effect; nearly all actives have a fitted effect of over 65% in size
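Readout is rescue of growth in alpha-synuclein-expressing yeast, so inhibitors of toxicity appear as activators. Growth after 24 hr at 30 deg C in galactose medium is quantified by luminescence.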
Abeta yeast res – qHTS for compounds that reverse cellular toxicity of Amyloid beta (A-beta) peptide in yeast: Primary Screen. yeast expressing A-beta42, growth rescue, OD600, 48 h; response scale: 0% DMSO, 100% iron-clioquinol control. Potency, µM (top dose mostly 46.1 µM), for inactives: top-dose growth rescue, most hits filed as activators. 410,000 tested, 0.063% active. AID 1347071, 2019; also: potency is read from the fitted curve at half-maximal effect; nearly all actives have a fitted effect of over 55% in size
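Yeast growth medium received pinned compounds, then yeast cells expressing toxic A-beta were added; plates incubated at 30 C for 48 hr. Growth read as absorbance at 600 nm, normalized to DMSO and equimolar FeCl3 plus clioquinol controls.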
EPAC1 antagonist – qHTS for Antagonist of cAMP-regulated guanine nucleotide exchange factor 3 (EPAC1): primary screen; 360,000 tested, 0.14% active; EPAC1 GEF assay, Rap1b-BODIPY-GDP exchange fluorescence; Potency, µM (titrated, usually from 115 µM), without a hit: at the top dose activity change, negative = inhibition, usual class: inhibitors; Rap guanine nucleotide exchange factor 3 (Homo sapiens), O95398;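 also: potency is read from the fitted curve at half-maximal effect; plate controls were vehicle for no effect and positive control for full effect; nearly all actives have a fitted effect of over 50% in size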
The depositor's hits bear a star; ? = inconclusive; · = not tested or not shown; & = joins results of further samples; [ ] = another dose, or the depositor's remark. Unless noted, calls follow the shape of the dose curve; as a rule, active = well fitted curve in the direction sought with a large enough effect; inconclusive = small, poorly fitted or top-dose-only effect, or another doubt; inactive = no such curve, though single readings can be large; an effect the other way counts as inactive or inconclusive.

SMILES | FUS yeast rescue | PI5P4K alpha inh | IL-2 act | PLK1 PBD block | WRN helicase inh | EPAC1 agonist | aSyn yeast inh | Abeta yeast res | EPAC1 antagonist
CCc1cc(C(=O)OC)c(NC(=O)CC2SC(N)=NC2=O)s1 (stereo unspecified) | 4% | -14 | -1.9 | -10% | 2% | -9% | -3% | -7% | -27%
Cc1cnc(NC(=O)CSc2nnc(Cc3ccccc3)o2)s1 | -21% | · | 0.2 | -2% | -9%[57.1 µM] | 5% | 8% | -6% | -3%
CCn1nc(NS(=O)(=O)c2ccc([N+](=O)[O-])cc2)c2cc3cc(C)ccc3nc21 | -7% | -5 | -3.3 | ? | 5% | -9% | 0% | 3% | -4%
C(#Cc1ccccc1)C[N+]1(CC#Cc2ccccc2)CCCCC1 | -3% | -24 | -1.0 | 27µM* | -14% | -5% | 7% | -14% | 4%
Cc1nc2cc(C)c(C)cc2o1 | -1% | 2 | -0.5 | -3% | 6% | 9% | -7% | 1% | -3%
Cc1csc2nc(CCNS(=O)(=O)c3ccc4c(c3)OCCO4)cn12 | -4% | 1 | 0.4 | -3% | 2% | -9% | 3% | 11% | -3%
Cc1[nH]c2ccccc2c1C(=O)COC(=O)CCS(=O)(=O)c1ccccc1Cl | · | -3 | -0.2 | -4% | -8% | 5% | 3% | 3% | -1%
CN(Cc1ccccc1)C(=O)c1cccc(NC(=O)Cc2cccc(NC(=O)C3CCN(C(=O)c4ccccc4)CC3)c2)c1 | 38% | -6 | -0.1 | -11% | -5% | 1% | 3% | 0% | -5%
CCCCCCn1c(Br)nc2c1c(=O)n(C)c(=O)n2C | 7% | 0 | 0.1 | ? | 14% | -14% | -3% | -27% | -13%
O=C(CCN=C1NS(=O)(=O)c2ccccc21)Nc1ccc(Cl)cc1F | 3% | -5 | 3.6 | -20% | 2% | -6% | -1% | -10% | -19%
CC(=O)Nc1ccc(C(=O)NNC(=O)c2csc(N3CCOCC3)n2)cc1 | 9% | -4 | 0.8 | -13% | -10% | -10% | 8% | -14% | -4%
C/C=C/C=N/Nc1nc(C)cc(=O)[nH]1 | -5% | 1 | 0.2 | -5% | -5% | 3% | -4% | -13% | 14%
CC(C)c1ccc(Nc2nnc(SCC(=O)c3nnc(-c4ccccc4)o3)s2)cc1 | 1% | -79* | -3.5 | ? | ? | -20% | -5% | -7% | ?
CC(OC(=O)c1ccncc1)C(=O)Nc1cc(S(=O)(=O)N2CCCCC2)ccc1Cl (stereo unspecified) | 42% | -13 | -3.7 | -14% | 0% | 3% | -6% | -12% | -18%
CCOc1ccccc1NS(=O)(=O)c1cn(C)nc1C | -11% | 15 | -0.2 | -4% | 5%[57.1 µM] | -1% | 1% | -2% | -4%
NC(=O)c1ccc(NC(=O)COC(=O)CCC2CCCC2)cc1 | -9% | 3 | 0.6 | 4% | 0% | 0% | 7% | 1% | -1%
CCn1c(O)c(N=NC(=O)Cn2ccc(C(F)(F)F)n2)c2ccccc21 | 24% | 7 | -0.6 | -6% | -20% | -11% | 3% | -5% | -17%
CC(=O)Nc1ccc(S(=O)(=O)N2CCN(Cc3nc4sc(C)c(C)c4c(=O)[nH]3)CC2)cc1 | 14% | 2 | 0.7 | -20% | -7% | -5% | -4% | -1% | -8%
CCCN(CC1CC1)C(=O)COC(=O)c1[nH]c(C)c(C(=O)OCC)c1C | 39% | · | -0.5 | 1% | -8% | 0% | 1% | 15% | -9%
CC1CC(C)CN(CC(=O)Nc2ccc(S(N)(=O)=O)cc2)C1 (stereo unspecified) | -2% | 6 | 0.2 | -9% | -2% | 5% | 1% | 7% | 3%
CC(=O)C1=C(C)NC(=S)NC1c1cc([N+](=O)[O-])ccc1O (stereo unspecified) | -22% | 1 | -0.2 | -16% | -2% | -5% | 1% | 3% | -5%
COc1cccc(C=Nc2cc(C(C)C)c(O)cc2C)c1O | · | 14 | -6.3 | -22% | ? | 8% | 11% | 0% | 3%
O=C(Nc1cccc(F)c1)NC1CCN(Cc2ccccc2)CC1 | -16% | 1 | 0.1 | -10% | 2% | 0% | 1% | -5% | -1%
CCCCOc1ccc(CCC(=O)N/N=C/c2ccco2)cc1 | -8% | 0 | 0.1 | -1% | 1% | 4% | 8% | -14% | -2%
CCN(CC)C(=O)COc1ccc2c3c(c(=O)oc2c1)CCCC3 | 6% | 6 | -1.1 | -1% | 8% | -4% | 14% | 3% | 11%
COc1ccc(/C=C/C(=O)c2ccc3c(c2)OCO3)cc1OC | · | 1 | 0.7 | -5% | 1% | -7% | -6% | -37%[inhibitor] | 2%
CC1(C)CC2CC(C)(CN2S(=O)(=O)c2ccc(N)cc2)C1 (stereo unspecified) | 9% | -1 | -1.3 | 2% | 16% | -8% | 6% | -9% | -8%
Cc1cc(C)cc(OCc2ccc(C(=O)NC3CCOC3=O)o2)c1 (stereo unspecified) | 6% | 2 | 1.2 | -9% | 2% | 5% | -3% | -9% | -15%
O=C(c1ccco1)N1CCN(Cc2nc(-c3cccs3)no2)CC1 | 2% | 3 | 1.0 | -11% | 2% | 5% | 10% | -3% | -27%
Cc1cccc(C(=O)N2CCC(N3CCC(C(=O)N4CCOCC4)CC3)CC2)c1 | · | 6 | -2.5 | -3% | ? | 11% | -6% | -7% | -4%
O=C(O)C(CCCCNS(=O)(=O)c1ccc(F)cc1)NS(=O)(=O)c1ccc(F)cc1 (stereo unspecified) | -16%&-13% | 8&-7 | 0.2&2.8 | -2%&2% | -4%&-7% | 8%&4% | 3%&7% | -10%&-8% | 22%&5%
Cn1c(CNC(=O)Nc2ccccc2)nnc1SCc1ccccc1 | 16% | -1 | 1.3 | -5% | -8% | 1% | -3% | -1% | 8%
OC[C@@H]1CN(Cc2ccco2)C[C@H](n2cnc3c(NC4CCCC4)ncnc32)O1 | -15% | -4 | 2.1 | 6% | 7% | 3% | 2% | -10% | -5%
CC(=O)Nc1ccc(C(=O)N2CCN(C(=O)c3ccco3)CC2)cc1 | -9% | · | -0.3 | 1% | -10% | 12% | 0% | 10% | -4%
O=C(NCCC(=O)N1CCCCCCC1)c1ccc(Cl)cc1 | 18% | 7 | -2.8 | 0% | 6% | -2% | -12% | -41%[inhibitor] | -1%
Cc1nnc(C)c2c(C)n(C(C)c3ccccc3)c(C)c12 (stereo unspecified) | 49% | -18 | -1.1 | -5% | -5% | 8% | -1% | 1% | 3%
CN1C(=O)/C(=C/c2ccccc2OCc2ccccc2)NC1=S | 0% | 4 | 2.2 | -2% | -16% | 21% | 10% | 11% | -10%
CS(=O)(=O)N(CC(=O)N/N=C/c1ccccn1)c1ccc(Oc2ccccc2)cc1 | 5% | 1 | -5.1 | 0% | 3% | 3% | -5% | 8% | -5%
O=C(Nc1ccccc1-c1nnn(CC(=O)N2CCCc3ccccc32)n1)c1cccc(Cl)c1 | 13% | -1 | -1.3 | -5% | 4% | 5% | -9% | -1% | -12%
Nc1c(C=C2C=CC(=O)C=C2)c(=O)nc2sc(CC(=O)N3CCOCC3)nn12 | 30% | -22 | -1.5 | -13% | -7%[11.6 µM] | 4% | -4% | -7% | -5%
Cc1ccc(-n2c(CCC(=O)O)ccc2-c2cccs2)cc1 | 49% | · | -2.6 | -17% | -22% | 5% | 7% | -11% | 10%
Cn1c(=O)c(C(=O)CN2CCOCC2)c(N)n(Cc2ccccc2)c1=O | 2% | -3 | -2.2 | -1% | 3% | -11% | -4% | -8% | 5%

Arranged by length of the SMILES (low to high): seven of the compounds above
SMILES | FUS yeast rescue | PI5P4K alpha inh | IL-2 act | PLK1 PBD block | WRN helicase inh | EPAC1 agonist | aSyn yeast inh | Abeta yeast res | EPAC1 antagonist
CCOc1ccccc1NS(=O)(=O)c1cn(C)nc1C | -11% | 15 | -0.2 | -4% | 5%[57.1 µM] | -1% | 1% | -2% | -4%
NC(=O)c1ccc(NC(=O)COC(=O)CCC2CCCC2)cc1 | -9% | 3 | 0.6 | 4% | 0% | 0% | 7% | 1% | -1%
COc1ccc(/C=C/C(=O)c2ccc3c(c2)OCO3)cc1OC | · | 1 | 0.7 | -5% | 1% | -7% | -6% | -37%[inhibitor] | 2%
O=C(c1ccco1)N1CCN(Cc2nc(-c3cccs3)no2)CC1 | 2% | 3 | 1.0 | -11% | 2% | 5% | 10% | -3% | -27%
CC(=O)Nc1ccc(C(=O)NNC(=O)c2csc(N3CCOCC3)n2)cc1 | 9% | -4 | 0.8 | -13% | -10% | -10% | 8% | -14% | -4%
Cc1[nH]c2ccccc2c1C(=O)COC(=O)CCS(=O)(=O)c1ccccc1Cl | · | -3 | -0.2 | -4% | -8% | 5% | 3% | 3% | -1%
CCn1nc(NS(=O)(=O)c2ccc([N+](=O)[O-])cc2)c2cc3cc(C)ccc3nc21 | -7% | -5 | -3.3 | ? | 5% | -9% | 0% | 3% | -4%
